MgcRacGAP inhibition – MgcRacGAP GTPase-activating activity inhibitors, confirmation, biochemical, ADP Hunter fluorescence; MgcRacGAP-stimulated Rac1 GTP hydrolysis, ADP Hunter fluorescence; higher % means a stronger effect; GST-tagged Rac1 F28L mutant substrate; one-dose inhibition, % at 30 µM; IC50 in µM for titrated hits; 0.6% of 340,000 active;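 active means first-screen hits whose inhibition reached a set limit at any dose in the follow-up dose series; inconclusive means inhibition above the set first-screen limit but never retested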;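 further: fluorescence reports GDP produced by GAP-driven GTP hydrolysis; strong numbers were not always called active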
Dengue-2 NS5 capping – Dengue-2 NS5 methyltransferase inhibitors, primary screen, biochemical, confirmation dose response (AID 588689) | 0.3% of 340,000 active | one-dose inhibition, % at 25 µM; IC50 in µM for titrated hits | Dengue-2 NS5 methyltransferase capping enzyme assay, biochemical; higher % means a stronger effect; in the data active means a potency from the dose series; inconclusive means inhibition above about 29% without an active follow-up result
Dengue-2 NS5 capping pilot replicate – recorded beside Dengue-2 NS5 capping, whose call it bears; inhibition, %; measured here: pilot screen replicate inhibition
The depositor's hits bear a star; ? = inconclusive.

Start of the listing, in advance (3 entries):
SMILES	MgcRacGAP inhibition	Dengue-2 NS5 capping	others
Cc1cc(=O)[nH]c2ccc(Cc3ccccc3)cc12	-3%	-1%
O=C(COC(=O)c1ccc([N+](=O)[O-])o1)Nc1ccc2c(c1)OC(F)(F)O2	11%	5%
CN(C)CCNc1ccc(CO)c2sc3ccc(O)cc3c(=O)c12	20µM*	-2%

Main list, previewed entries included:
SMILES	MgcRacGAP inhibition	Dengue-2 NS5 capping	others
Cc1cc(=O)[nH]c2ccc(Cc3ccccc3)cc12	-3%	-1%
O=C(COC(=O)c1ccc([N+](=O)[O-])o1)Nc1ccc2c(c1)OC(F)(F)O2	11%	5%
CN(C)CCNc1ccc(CO)c2sc3ccc(O)cc3c(=O)c12	20µM*	-2%
Nc1ccc2c(c1)C(=NO)c1ccccc1-2	15%	-9%
COC(=O)c1ccc(CNC(=O)C2CCC(=O)N(CCc3ccccn3)C2)cc1 (stereo not drawn)	0%	4%
O=S(c1ccccc1O)S(=O)c1ccccc1O (stereo not drawn)	?	68µM*
Nc1ccc2c(c1)C(=O)c1ccc(N)cc1-2	23%	7%
CN(CC(=O)Nc1cccc(S(=O)(=O)N2CCCC2)c1)CC(=O)Nc1ccc(F)c(F)c1F	0%	-1%
Cc1cc(OC(C)C(=O)NC2CC(C)(C)NC(C)(C)C2)c2c(C)c(C)c(=O)oc2c1 (stereo not drawn)	17%	-2%
Cc1cccc(NC2(C(=O)O)CCCC2)c1	-17%	-5%
O=C(O)C1CC(C(=O)O)SS1 (stereo not drawn)	6%	-8%
CCc1nc(SCC(=O)Nc2ccc(N(CC)CC)cc2)n[nH]1	2%	-9%
CC1(C)C(C(N)=O)C(=O)NC(=O)C1C(N)=O (stereo not drawn)	7%	-5%
COC(=O)c1nc[nH]c1[N+](=O)[O-]	10%	-2%
CCCCCCCCCCCn1nnnc1N	2%	5%
Cc1cc(NC(=O)C(C)SCC(=O)Nc2ccc(C(=O)OC(C)C)cc2)no1 (stereo not drawn)	16%	0%
CCCCNc1c(-c2ccc(OC)c(SC(C)CC)c2)nc2cnccn12 (stereo not drawn)	4%	-14%
CC(=O)N1CCN(S(=O)(=O)c2cccc(C(=O)NC3CCCC(C)C3C)c2)CC1 (stereo not drawn)	4%	0%
CCCN(CC(=O)Nc1ccccc1C)C(=O)c1cnc(C)cn1	-1%	4%
CCCNC(=O)Cn1nc(-c2ccccc2OC)ccc1=O	16%	-3%
CC(C)C[C@@H](CNCC(=O)[C@H](Cc1ccccc1)NC(=O)c1[nH]cnc1C(=O)N[C@H](CN)CC(C)C)NC(=O)c1nc[nH]c1C(=O)N[C@@H](CC(=O)O)C(=O)O	5%	8%
CC1(C)OC2CC3C4CCC5=CC(=O)CCC5(C)C4(F)C(O)CC3(C)C2(C(=O)CO)O1 (stereo not drawn)	-15%	6%
COc1ccc(Cl)cc1NS(=O)(=O)c1cccc(C(=O)NC2CCN(Cc3ccccc3)CC2)c1	8%	-4%
O=C(C1CCN(CCc2ccccc2)CC1)N1CCOCC1	-8%	-2%
CCCCCC(=O)N1C[C@@H](O)[C@H](n2cc(C3CC3)nn2)C[C@@H]1c1ccc(C)cc1	-1%	-1%
Carrying on:
SMILES	MgcRacGAP inhibition	Dengue-2 NS5 capping	others
COc1ccc(CNC(=O)c2cc(S(=O)(=O)N3CCCCC3)ccc2N2CCOCC2)cc1OC	6%	-10%
COc1ccc(S(=O)(=O)N2CCCCCC2)cc1NC(=O)CCNC(=O)c1ccc(Cl)cc1	16%	-4%
CC1(C)CC(=O)C2=C(C1)OC1=C(C(=O)CC(C)(C)C1)C2c1ccccc1Cl	9%	8%
Cc1ncc(COCc2ccccc2)c(CO)c1OCc1ccccc1	4%	-2%
COc1ccc(CCN2CC(C(=O)OCC(=O)c3c(N)n(CC(C)C)c(=O)n(C)c3=O)CC2=O)cc1OC (stereo not drawn)	4%	-3%
CC1(c2ccccc2)NC(=O)N(CC(=O)N2CCN(S(=O)(=O)c3cccc(C(F)(F)F)c3)CC2)C1=O (stereo not drawn)	9%	-1%
CCCCCC(=O)N1C[C@@H](O)[C@H](n2cc(COC(=O)c3ccccc3)nn2)C[C@@H]1c1ccc(C)cc1	8%	-1%
O=C1NC(=O)C2C3OC(C(Br)C3Br)C12 (stereo not drawn)	-10%	-9%
Cc1ccc([C@@H]2CC(=O)[C@@H]3CN(S(=O)(=O)c4ccc(C)cc4)[C@H](c4ccc(Cl)cc4)C[C@@H]3N2S(=O)(=O)c2ccc(C)cc2)cc1	15%	-4%
COCCCN1C(=O)C(CC(=O)NCCCCc2ccccc2)CC(C(=O)N2CCOCC2)=C1C (stereo not drawn)	7%	3%
Cc1ccn2c(-c3csc(Nc4ccc(C(=O)O)cc4)n3)c(C)nc2c1	13%	-8%
COc1cc(/C=C2/SC(=S)N(CC(=O)NNC(=O)c3ccc(F)cc3)C2=O)cc(OC)c1OC	6%	0%
O=C(O)C1(Nc2ccc([N+](=O)[O-])cc2[N+](=O)[O-])CCCC1	6%	-8%
CCc1cc(-c2nnn(CCC3COCCO3)c2CC)cc(CC)c1-c1cn(Cc2ccc3ccccc3c2)nn1 (stereo not drawn)	11%	1%
Cn1c(=O)c2[nH]c(C(O)c3ccc(Cl)cc3)nc2n(C)c1=O (stereo not drawn)	-7%	-7%
Cc1cccc(OCCNC(=O)c2cc(C3CC3)nc3c2cnn3C(C)C)c1	11%	5%
CC(C)(C)OC(=O)N1CCCC(C(=O)Nc2ccc(C(=O)NCc3ccccc3)cc2)C1 (stereo not drawn)	4%	-3%	Dengue-2 NS5 capping pilot replicate=-0.6
Cc1ccnc(SC2CC(=O)N(c3ccccc3)C2=O)n1 (stereo not drawn)	4%	-6%
CCCCN1CC(C)(C)[C@H](CC(=O)Nc2ccccc2)C1=O	8%	-7%
Cc1ccc(-c2ccc(CN3C(C(C)C)C(=O)N(Cc4cn(CCC5OCCO5)nn4)CCS3(=O)=O)cc2)cc1 (stereo not drawn)	10%	3%
C[C@@H]1CN([C@H](C)CO)S(=O)(=O)c2ccc(C#CC3CCCC3)cc2O[C@H]1CN(C)C(=O)Cc1ccccc1	10%	-2%
CCN(CC)S(=O)(=O)c1ccc(O)c(C(=O)OCC(=O)N2CCCc3ccccc32)c1	11%	-1%
CCC(CC)c1nnc(NC(=O)Cc2c[nH]c3ccccc23)s1	11%	5%
Cc1c(N)cccc1Cl	5%	-4%
C[C@@H]1CCCCO[C@H](CN(C)Cc2ccc(C(=O)O)cc2)[C@@H](C)CN([C@H](C)CO)C(=O)c2cc(N(C)C)ccc2O1	20%	3%

Fetched by structure from the list above, 2 records:
SMILES	MgcRacGAP inhibition	Dengue-2 NS5 capping	others
CCN(CC)S(=O)(=O)c1ccc(O)c(C(=O)OCC(=O)N2CCCc3ccccc32)c1	11%	-1%
Cc1cc(OC(C)C(=O)NC2CC(C)(C)NC(C)(C)C2)c2c(C)c(C)c(=O)oc2c1 (stereo not drawn)	17%	-2%

The list continues:
SMILES	MgcRacGAP inhibition	Dengue-2 NS5 capping	others
CCCC(CC)Sc1nc2c([nH]1)c(=S)n(C)c(=O)n2C (stereo not drawn)	3%	-12%
CC1=C(C(=O)N(C)C)CC(CC(=O)NCCCN(C)C)C(=O)N1Cc1ccc(C(C)(C)C)cc1 (stereo not drawn)	13%	1%
CSc1nsc(NN)n1	6%	-1%
COCCN(C(=O)c1cc(-c2ccc(F)cc2)nc2ccccc12)c1c(N)n(CC(C)C)c(=O)[nH]c1=O	4%	4%
CCOC(=O)CC1c2nc3ccccc3cc2CN1C(=O)OCC (stereo not drawn)	7%	-6%
O=C(C[C@H]1C(=O)N(Cc2ccccc2)C[C@@H]1Cc1ccccc1)Nc1ccc(Br)cc1	8%	-5%
O=C(O)C1=C2C(=O)Nc3cccc(c32)C2(C1)C(=O)Nc1ccccc12 (stereo not drawn)	6%	19%
CCOC(=O)C1CCCN(C(=O)C2COc3ccccc3O2)C1 (stereo not drawn)	8%	-8%
CC(=O)N1C[C@H]2CON(C)[C@H]2C[C@H]1c1ccc(-c2ccc(C#N)cc2)cc1	14%	-3%
COC1=C(Br)C(=O)c2ncccc2C1=O	-1%	3.4µM*
COc1ccc(S(=O)(=O)N(C)C[C@H]2Oc3c(NC(=O)Nc4ccccc4)cccc3C(=O)N([C@H](C)CO)C[C@@H]2C)cc1	5%	-40%	Dengue-2 NS5 capping pilot replicate=-24
Cc1ccccc1OCC(=O)OCC(=O)NC1CCCC(C)C1C (stereo not drawn)	7%	-3%
OCC1OC(c2ccc(OCc3ccccc3)cc2OCc2ccccc2)C(O)C1O (stereo not drawn)	8%	3%
NS(=O)(=O)c1cccc(NC(=O)CSc2nnc(NC3CC3)s2)c1	13%	1%
Cc1ccc(S(=O)(=O)N2C[C@H]3C(=O)C[C@@H](c4cccc(Cl)c4)N(S(=O)(=O)c4ccc(C)cc4)[C@H]3C[C@H]2c2ccc(Cl)cc2)cc1	12%	2%
Cc1cc2cc3c(=O)[nH]c(=O)nc-3n(CC(O)C(O)C(O)CO)c2cc1C (stereo not drawn)	1%	2%
O=C(c1ccc(Cl)cc1)N1CCN(c2ccc(N3CCOCC3)nn2)CC1	15%	0%
COc1cc2c(c(Br)c1N)-c1cc(Br)c(N)cc1C2=O	-7%	-3%
COc1ccccc1N1CCN(CCCN2C(=O)C3CCCN3C2=O)CC1 (stereo not drawn)	-8%	-12%
COCCn1c(=S)[nH]c2cc(C(=O)NCc3ccccc3)ccc2c1=O	13%	2%
CC(CCc1ccccn1)C(=O)C(C)CCc1ccccn1 (stereo not drawn)	0%	-3%
CC12CCC(=O)N1C(C(=O)Oc1cccc(F)c1)CS2 (stereo not drawn)	5%	0%
CC1CCC2(CC1)NC(=O)N(CC(=O)Nc1ccc(N3CCCCC3)cc1)C2=O (stereo not drawn)	21%	2%
Cc1noc(C)c1CCC(=O)Nc1cc(C(=O)O)ccc1Cl	-25%	1%
Cc1ccc(S(=O)(=O)N2CCCCC2)cc1NCC(=O)Nc1ccc(Br)cc1F	14%	-1%

Arranged by SMILES length (low to high): three of the compounds above
SMILES	MgcRacGAP inhibition	Dengue-2 NS5 capping	others
COC1=C(Br)C(=O)c2ncccc2C1=O	-1%	3.4µM*
CC(=O)N1C[C@H]2CON(C)[C@H]2C[C@H]1c1ccc(-c2ccc(C#N)cc2)cc1	14%	-3%
COCCN(C(=O)c1cc(-c2ccc(F)cc2)nc2ccccc12)c1c(N)n(CC(C)C)c(=O)[nH]c1=O	4%	4%

Remaining list, next part
SMILES	MgcRacGAP inhibition	Dengue-2 NS5 capping	others
CCCN(C(=O)CSc1nnc(-c2ccc3c(c2)OCO3)o1)C1CCS(=O)(=O)C1 (stereo not drawn)	11%	-1%
O=C(NNc1ccccc1)C(=O)NNc1ccccc1	1%	-5%
COC(=O)C[C@H]1C[C@H]2c3cc(NC(=O)NC4CCCC4)ccc3O[C@H]2[C@@H](CO)O1	15%	-5%
COc1ccccc1N1CCN(C(=S)NC(=O)c2ccc([N+](=O)[O-])cc2)CC1	11%	6%
COCOCCn1cc(CN2CCS(=O)(=O)N(Cc3ccc(-c4ccc(Cl)c(Cl)c4)cc3)C(C)C2=O)nn1 (stereo not drawn)	8%	-10%
O=C(CC(O)(c1ccccc1)c1ccccc1)Nc1ccccn1	-4%	-6%
CCN1C[C@@H]2[C@@H]3C(=O)N(Cc4ccccc4)C(=O)[C@@H]3[C@](C)(C1=O)N2C(=O)c1ccc(Cl)c(Cl)c1	5%	-5%
O=C(CNC(=O)c1ccccc1Br)Nc1cccc(S(=O)(=O)Nc2ccccc2Cl)c1	7%	-6%
CCOCc1nc2nc(Cl)c(Cl)nc2[nH]1	9%	-7%
O=C(CSc1nnc(-c2ccncc2)n1C1CC1)c1cccs1	14%	-4%
C[C@@H]1CN([C@H](C)CO)C(=O)CCCn2nncc2CO[C@H]1CN(C)S(=O)(=O)c1ccc2ccccc2c1	13%	-2%
Cc1cnc(C=O)c2cccc([N+](=O)[O-])c12	11%	-3%
COc1cccc(NC(=S)NC2CC(C)CC(C)(C)C2)c1 (stereo not drawn)	-2%	7%

Gathered by group, those above containing an aryl thioether with sulfur outside any ring (eight)
SMILES	MgcRacGAP inhibition	Dengue-2 NS5 capping	others
CCc1nc(SCC(=O)Nc2ccc(N(CC)CC)cc2)n[nH]1	2%	-9%
CCCCNc1c(-c2ccc(OC)c(SC(C)CC)c2)nc2cnccn12 (stereo not drawn)	4%	-14%
Cc1ccnc(SC2CC(=O)N(c3ccccc3)C2=O)n1 (stereo not drawn)	4%	-6%
CCCC(CC)Sc1nc2c([nH]1)c(=S)n(C)c(=O)n2C (stereo not drawn)	3%	-12%
CSc1nsc(NN)n1	6%	-1%
NS(=O)(=O)c1cccc(NC(=O)CSc2nnc(NC3CC3)s2)c1	13%	1%
CCCN(C(=O)CSc1nnc(-c2ccc3c(c2)OCO3)o1)C1CCS(=O)(=O)C1 (stereo not drawn)	11%	-1%
O=C(CSc1nnc(-c2ccncc2)n1C1CC1)c1cccs1	14%	-4%

High-throughput results from PubChem BioAssay.

The list is partial. The share of hits here may be higher or lower than overall.
